SKN-1 inh = blocks SKN-1 activity in C. elegans; C. elegans VP596 Pgst-4::GFP/RFP ratio, acrylamide-induced, 24 h; inhibition, % at 21.8 µM; 0.49% of 360,000 active; AID 624304;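 active = interference check ratio from 0.5 to 1.5 plus GFP to RFP signal ratio inhibition reaching or exceeding a fixed threshold, cut at about 30% in these data, passing the limit was not always enough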; also: some compounds called inactive have numbers as strong as hits
MsrA inh = inhibits bovine methionine sulfoxide reductase A. inhibition, % at 15.5 µM. purified bovine MsrA, absorbance read-out. 0.75% of 360,000 active; in the data active = inhibition above about 4.5%;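 also: 0% = vehicle wells with enzyme and 100% = reference inhibitor wells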
MT1-MMP act inh = inhibitors of human MT1-MMP activation | P50281 | HT1080 RFP-PRO-GFP cells, GFP/RFP ratio fluorescence, overnight; percent of plate control window, DMSO zero | GFP/RFP ratio change, % at 20 µM | 0.061% of 360,000 active;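 active = GFP/RFP ratio change of at least 30% with cell ATP level not reduced by more than half and red fluorescence within 50% of control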; also: strong numbers were not always called active
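Assay system – RFP-PRO-GFP reporter HT1080 cells · Compound dosing – single dose of 20 µM compound, 1% DMSO final · Incubation – overnight compound exposure at 37 °C · Measure – GFP/RFP fluorescence ratio · Benchmarks – DMSO wells and RFP-L50D-GFP cells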
bovine MsrA act = bovine methionine sulfoxide reductase A activation | AID 602163 | 0.3% of 360,000 active | activation, % at 10.6 µM | purified bovine MsrA, absorbance read-out; in the data active = activation above about 7.5%;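 also: 0% = vehicle and 100% = reference activator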
Rin1 Abl inh = blocks binding of human Rin1 to Abl | AID 588664 | P00519+Q13671 | inhibition, % at 7.35 µM | 0.4% of 360,000 active | TR-FRET Rin1/Abl binding, biochemical; in the data active = inhibition above about 5%, passing the limit was not always enough
Neddyl block = inhibitors of human cullin neddylation | calls only at 25 µM | TR-FRET cullin neddylation, biochemical | AID 651699 | P61081+Q13564 | 0.58% of 360,000 active; in the data active = inhibition above about 36%
Target sequence (P61081 whole entry, looked up): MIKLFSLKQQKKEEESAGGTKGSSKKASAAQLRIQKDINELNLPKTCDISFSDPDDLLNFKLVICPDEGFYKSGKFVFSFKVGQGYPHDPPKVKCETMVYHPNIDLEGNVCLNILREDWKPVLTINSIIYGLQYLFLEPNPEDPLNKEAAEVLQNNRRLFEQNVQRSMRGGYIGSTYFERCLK
Target sequence (Q13564 whole entry, looked up): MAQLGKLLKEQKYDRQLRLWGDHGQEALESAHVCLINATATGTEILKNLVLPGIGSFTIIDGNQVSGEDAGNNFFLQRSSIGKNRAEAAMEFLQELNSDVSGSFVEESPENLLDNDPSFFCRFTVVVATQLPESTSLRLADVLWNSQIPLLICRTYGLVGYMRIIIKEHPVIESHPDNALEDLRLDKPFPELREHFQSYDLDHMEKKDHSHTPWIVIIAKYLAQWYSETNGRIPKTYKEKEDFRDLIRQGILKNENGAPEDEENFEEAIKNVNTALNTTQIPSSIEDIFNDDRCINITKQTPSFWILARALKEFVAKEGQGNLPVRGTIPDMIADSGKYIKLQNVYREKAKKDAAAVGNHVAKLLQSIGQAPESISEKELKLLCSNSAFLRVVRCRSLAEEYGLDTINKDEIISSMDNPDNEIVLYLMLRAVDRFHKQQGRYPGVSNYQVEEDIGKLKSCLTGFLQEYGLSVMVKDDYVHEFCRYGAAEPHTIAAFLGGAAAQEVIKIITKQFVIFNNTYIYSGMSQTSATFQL
E coli Lon inh = E. coli protease La inhibition; P0A9M0; purified E. coli Lon protease, fluorescence polarization; inhibition, % at 7.94 µM; 0.42% of 360,000 active; AID 602123; in the data active = inhibition above about 13%, passing the limit was not always enough;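 also: 0% = enzyme with probe and DMSO and 100% = no enzyme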
FAS TE block = inhibitors of human fatty acid synthase thioesterase domain; P49327; AID 602261; inhibition, % at 15 µM; recombinant FAS-TE, OMFH fluorogenic substrate, fluorescence endpoint; 0.67% of 360,000 active;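 active = compounds whose normalised, plate-corrected inhibition of enzyme fluorescence in the single-dose primary screen is 50% or more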;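 also: 0% = DMSO with enzyme and 100% = substrate without enzyme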
CendR NRP1 mod = NRP-1/CendR interaction modulation. AID 602438. O14786. FAM-RPARPAR peptide binding to NRP-1, fluorescence polarization. inhibition, % at 25 µM. 0.85% of 360,000 active;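 active = inhibition or corrected inhibition above about 18%, plus a signal ratio from 0.5 to 1.5, limit read from the data, passing the limit was not always enough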; also: strong numbers were not always called active
Active calls of the source: *; i = inactive; . = not tested or not shown. No enrichment for hits. About 4.2% of those tested had a hit in this group.

Screens in order: SKN-1 inh	MsrA inh	MT1-MMP act inh	bovine MsrA act	Rin1 Abl inh	Neddyl block	E coli Lon inh	FAS TE block	CendR NRP1 mod
> COc1ccc(C(=O)NC2CC(C)(C)NC(C)(C)C2)cc1S(=O)(=O)N1CCOCC1
    6	0.6	-2	-1	0	i	-8	-8	-3
> Cc1ccc(NC(=O)CNCCCN2CCOCC2)cc1S(=O)(=O)N1CCCCC1
    -3	-0.5	5	-5	2	i	2	-3	4
> O=C(Nc1nc(-c2cccs2)cs1)c1cccc(S(=O)(=O)N2CCCCCC2)c1
    7	-0.4	-30	-5	-1	i	4	19	-1
> O=C(CSCc1cnn(-c2ccccc2)c1-n1cccc1)NCc1ccc2c(c1)OCO2
    -12	-0.8	1	-6	2	i	-8	5	22
> Cc1cccc(C(C)C)c1NC(=O)CN1C(=O)NC(Cc2ccccc2)C1=O (configuration not stated)
    -1	-1.5	0	-4	5	i	-3	-3	6
> O=C1CN(C(=O)c2ccccc2F)c2ccccc2N1
    9	0.5	6	-2	1	i	2	-2	-18
> O=C(C=Cc1ccco1)N1CCOCC1
    4	2.5	-5	-7	-3	i	6	-1	-7
> COc1ccc(S(=O)(=O)N2CCOCC2)cc1NC(=O)c1ccc2c(c1)OCO2
    3	0.5	9	-8	-1	i	5	0	6
> Cc1ccc2ccc(C(Nc3ccccn3)c3ccccc3)c(O)c2n1 (configuration not stated)
    -3	0.0	5	-5	-4	i	10	-3	6
> COc1ccc(Cl)cc1NC(=O)Cn1nnc(C(=O)NCCc2ccc(OC)c(OC)c2)c1N
    13	0.3	0	-4	3	i	-9	-2	-1
> COC(=O)c1cc(Cl)c(NC(=O)C(C)C)cc1OC
    13	-0.8	-5	2	1	i	11	-4	0
> CC(C)CC(c1nnnn1CCc1ccccc1)N1CCC(C(N)=O)CC1 (configuration not stated)
    14	0.1	1	-10	2	i	-3	0	2
> CCSc1nnc2c(n1)OC=Nc1ccc(Br)cc1-2
    15	1.8	3	-5	1	i	1	-7	1
> CC(C)N(C(=O)COC(=O)c1cccc(N(C)C)c1)c1ccccc1
    -8	-0.4	-10	-1	0	.	5	8	2
> O=C1NCCN/C1=C\C(=O)c1ccc(Br)cc1
    12	1.2	4	2	-5	i	-1	-2	-2
> COC(CN(C(=O)CCl)C(C(=O)NC1CCCCC1)c1ccc(Cl)cc1)OC (configuration not stated)
    -3	-1.8	-5	-3	0	i	0	0	-18
> CN(CC(=O)Nc1ccc(F)c(F)c1F)C(=O)/C=C/c1ccc(Cl)cc1
    5	-0.3	3	-3	3	i	-5	-2	-8
> CC(=O)c1ccc(OCc2cc(C(=O)N3CCC[C@H]3CO)no2)cc1
    11	-0.5	-4	-1	11*	i	1	-5	-1
> Cc1ccc(C(C)C)c(OCC(=O)NCC(c2cccs2)N2CCOCC2)c1 (configuration not stated)
    -16	-2.0	-6	-2	-1	i	-5	11	-7
> CC1=C(C(=O)Nc2ccccn2)C(c2ccc(Cl)cc2Cl)NC(=S)N1 (configuration not stated)
    4	-0.5	-1	1	3	i	2	-6	6

An excerpt from above in order of length of the SMILES, low to high:
Screens in order: SKN-1 inh	MsrA inh	MT1-MMP act inh	bovine MsrA act	Rin1 Abl inh	Neddyl block	E coli Lon inh	FAS TE block	CendR NRP1 mod
> CC1=C(C(=O)Nc2ccccn2)C(c2ccc(Cl)cc2Cl)NC(=S)N1 (configuration not stated)
    4	-0.5	-1	1	3	i	2	-6	6
> O=C(CSCc1cnn(-c2ccccc2)c1-n1cccc1)NCc1ccc2c(c1)OCO2
    -12	-0.8	1	-6	2	i	-8	5	22
> COc1ccc(Cl)cc1NC(=O)Cn1nnc(C(=O)NCCc2ccc(OC)c(OC)c2)c1N
    13	0.3	0	-4	3	i	-9	-2	-1

Ordered by number of heavy atoms (low to high): twelve of the compounds above.
Screens in order: SKN-1 inh	MsrA inh	MT1-MMP act inh	bovine MsrA act	Rin1 Abl inh	Neddyl block	E coli Lon inh	FAS TE block	CendR NRP1 mod
> O=C(C=Cc1ccco1)N1CCOCC1
    4	2.5	-5	-7	-3	i	6	-1	-7
> O=C1NCCN/C1=C\C(=O)c1ccc(Br)cc1
    12	1.2	4	2	-5	i	-1	-2	-2
> COC(=O)c1cc(Cl)c(NC(=O)C(C)C)cc1OC
    13	-0.8	-5	2	1	i	11	-4	0
> O=C1CN(C(=O)c2ccccc2F)c2ccccc2N1
    9	0.5	6	-2	1	i	2	-2	-18
> CC(C)N(C(=O)COC(=O)c1cccc(N(C)C)c1)c1ccccc1
    -8	-0.4	-10	-1	0	.	5	8	2
> Cc1ccc2ccc(C(Nc3ccccn3)c3ccccc3)c(O)c2n1 (configuration not stated)
    -3	0.0	5	-5	-4	i	10	-3	6
> CC(C)CC(c1nnnn1CCc1ccccc1)N1CCC(C(N)=O)CC1 (configuration not stated)
    14	0.1	1	-10	2	i	-3	0	2
> COC(CN(C(=O)CCl)C(C(=O)NC1CCCCC1)c1ccc(Cl)cc1)OC (configuration not stated)
    -3	-1.8	-5	-3	0	i	0	0	-18
> COc1ccc(S(=O)(=O)N2CCOCC2)cc1NC(=O)c1ccc2c(c1)OCO2
    3	0.5	9	-8	-1	i	5	0	6
> COc1ccc(C(=O)NC2CC(C)(C)NC(C)(C)C2)cc1S(=O)(=O)N1CCOCC1
    6	0.6	-2	-1	0	i	-8	-8	-3
> O=C(CSCc1cnn(-c2ccccc2)c1-n1cccc1)NCc1ccc2c(c1)OCO2
    -12	-0.8	1	-6	2	i	-8	5	22
> COc1ccc(Cl)cc1NC(=O)Cn1nnc(C(=O)NCCc2ccc(OC)c(OC)c2)c1N
    13	0.3	0	-4	3	i	-9	-2	-1

The list continues.
Screens in order: SKN-1 inh	MsrA inh	MT1-MMP act inh	bovine MsrA act	Rin1 Abl inh	Neddyl block	E coli Lon inh	FAS TE block	CendR NRP1 mod
> COc1ccc(/C=N/Nc2nc(Nc3ccccc3)nc(N3CCCCC3)n2)cc1OC
    37*	1.5	8	-4	-1	i	8	23	5
> COc1ccc(OC)c(NC(=O)NNS(=O)(=O)c2ccc(C)cc2C)c1
    -6	0.6	-2	1	-4	i	-2	1	1
> COc1ccc(/C=C/C(=O)NNC(=O)c2cc(C)oc2C)cc1
    -22	1.1	4	-9	-3	i	0	-7	-6
> CCOc1ccc(/C=C2\SC(=O)N(CCNC(=O)CN3C(=O)NC4(CCCC4)C3=O)C2=O)cc1OC
    -12	1.9	-1	0	-1	i	9	-4	18
> CCCS(=O)(=O)N1CCC(C(=O)NC2CCC(C)CC2)CC1 (configuration not stated)
    -12	1.0	-1	-1	2	i	-4	-9	-6
> COC(=O)c1ccccc1NC(=O)COc1ccc(S(=O)(=O)NC(C)C)cc1
    -9	0.9	0	2	4	i	15	16	10
> Cc1cccnc1NC(=O)c1ccc(NS(=O)(=O)/C=C/c2ccccc2)cc1
    -2	0.9	4	-3	-1	i	-7	-3	2
> Cc1cc2c(SCC(=O)NC3CCCC3)ncnc2s1
    3	-1.4	-1	0	-9	i	3	-1	-2
> Cc1ccccc1CSCCNC(=O)CSCc1ccc([N+](=O)[O-])cc1
    12	0.2	0	0	-2	i	-4	38	-1
> CC(C)(C)c1nnc(NC(=O)c2cccnc2)s1
    -7	-1.0	.	0	-3	i	5	-3	-6
> O=C(NCC1CCCO1)C(c1cccs1)N(Cc1ccccc1Cl)C(=O)c1ccc(-c2ccccc2)[nH]1 (configuration not stated)
    1	1.2	-45	-8	6	i	-1	15	-3
> O=[N+]([O-])c1ccc(SCCc2ccccn2)cc1
    25	0.6	0	-2	1	i	1	6	2
> CC(=O)N/C(=C\c1ccccc1)C(=O)OC(C)C(=O)N(C)c1ccccc1 (configuration not stated)
    11	-0.2	1	1	2	i	-10	-7	7
> COc1ccc(-c2cn(Cc3ccc4ccccc4c3)nn2)cc1
    -8	0.7	2	1	-1	i	-4	-5	-1
> COc1ccc(C2/C=C\CN(CC(C)(C)C)CC(=O)N2Cc2ccc(F)cc2)cc1 (configuration not stated)
    -4	-0.5	1	0	0	i	-21	7	17
> Cc1ccc(NC(=O)COC(=O)c2ccc([N+](=O)[O-])o2)cc1S(=O)(=O)N1CCCCCC1
    3	-0.3	5	-7	1	i	0	-3	9
> CCN(CC)CCNC(=O)c1ccc(NC(=O)/C=C/c2ccc3ccccc3n2)cc1
    27	2.7	-10	-6	0	i	-36	-3	-38
> O=C(COC(=O)COc1ccc(Cl)cc1)NC1CCCCCC1
    5	-0.3	2	-3	-1	i	-9	-3	7
> O=C(CSc1ccc2ccccc2n1)N/N=C/c1ccc(O)cc1
    0	0.6	5	-5	-2	i	-3	-3	8
> Cc1ccc(/C=C/C(=O)c2ccccc2O)cc1
    8	1.1	0	-5	-1	i	-1	3	-8
> CCOC(=O)c1cc(C(=O)c2cccs2)n2ccc(C(C)=O)cc12
    15	-0.3	-12	1	-3	i	3	11	1
> Cc1ccc2nc(CNC(=O)C3CCC(=O)N(Cc4ccccc4F)C3)cn2c1 (configuration not stated)
    -23	0.0	-4	-8	-1	i	1	-5	0
> CCc1n[nH]c(=S)n1/N=C/c1c(O)ccc2ccccc12
    -22	1.3	1	-11	-2	i	5	-5	-2
> CCc1nc2c(OCc3ccc(F)cc3)cccn2c1N(C)C(=O)CC(C)C
    22	2.1	-3	-4	-2	i	0	-5	10
> CNC(=O)c1cc(S(=O)(=O)Nc2ccc(C)cc2C)ccc1C
    1	-0.6	2	-4	4	i	-5	0	12
> CCC(C)(C)c1ccc(Oc2cccc(C(=O)O)c2)cc1
    4	1.5	-7	0	1	i	0	-6	10
> Clc1ccccc1-c1nc(/C=N/N2CCOCC2)c2ccccn12
    15	1.8	-6	-3	2	i	-2	-3	-27
> CS(=O)(=O)N1CCC(C(=O)Nc2cccc(Br)c2)CC1
    -5	0.0	4	-2	-7	i	3	0	-4
> COCCNC(=O)CSc1nc2ccccc2c2nc(C)nn12
    21	0.3	-1	0	1	i	-1	-5	0
> COc1cccc(N2C(=NC(=O)C3CCCCC3)SC3CS(=O)(=O)CC32)c1 (configuration not stated)
    10	0.0	-1	-1	-1	i	-6	16	2
> COc1cccc(NC(=O)CN(C)C(=O)Cc2ccc3c(c2)CCC3)c1
    -18	0.5	8	-1	2	i	5	0	12
> COc1ccccc1CNC(=O)C1CCN(S(=O)(=O)c2ccc3nc4c(c(C(=O)O)c3c2)CCCC4)CC1
    -11	0.2	1	-4	5	i	-5	-7	4
> COc1cc(-c2coc3c(C(=O)NCc4ccc(N(C)C)cc4)cccc23)ccc1O
    7	0.3	1	0	-2	i	-1	18	-4
> COc1nc(N2CCCC2)nc(-n2nnc(C(C)=O)c2C)n1
    3	0.1	3	-4	-1	i	5	-1	-1
> Oc1ccc(-c2nc3ccc4ccccc4c3c3c2CCC3)cc1O
    3	0.5	-8	-2	2	i	-9	-4	-3
> CN1CCN(S(=O)(=O)c2cccc(C(=O)Nc3sc4c(c3-c3nc5ccccc5[nH]3)CCCC4)c2)CC1
    7	0.6	-9	-3	0	i	-13	46	-18
> CCCCNC(=O)NCc1cnn(C)c1C
    8	-1.2	1	-1	-1	i	-5	-6	7
> CC(C)NC[C@@H](O)COc1cccc2ccccc12
    2	1.4	1	-2	1	i	-5	-4	-5
> CC(=O)c1ccc(NC(=O)c2ccc3snnc3c2)cc1
    8	0.9	4	-3	-2	i	2	1	4
> CCOc1cc(C2C3=C(CC(C)(C)CC3=O)N(CCCOC)C3=C2C(=O)CC(C)(C)C3)ccc1OC
    14	1.7	-3	-2	0	i	2	-1	-5
> COc1ccc(/C=N/NC(=O)c2ccccc2OC)cc1COc1ccc(C)cc1
    9	2.0	0	-6	2	i	-1	-11	-22
> COc1ccc(-c2nc(N)n(C(=O)c3cccs3)n2)cc1
    12	3.4	1	-2	-5	i	-3	3	-8
> NC(=O)C1CCN(c2ccc([N+](=O)[O-])cc2Cl)CC1
    15	0.7	-4	-8	-5	i	1	-2	2
> O=S(OCCN1CCOCC1)C(c1ccccc1)c1ccccc1 (configuration not stated)
    9	0.8	6	-1	1	i	-2	-7	8
> CC(C)CN=CC1=C(O)c2ccccc2C1=O
    21	4.1	0	-5	-3	i	1	-3	23*

Screening data as filed in PubChem.
